Compound activity: PubChem BioAssay, several laboratories
Salmonella PhoP GFP: inhibitors of PhoP regulon expression, primary screen, Salmonella Typhimurium, GFP reporter (AID 1863) | actives 0.16% (n = 300,000) | inhibition, % at 50 µM; hits with a dose series show IC50 in µM | S. Typhimurium PhoP-regulated promoter GFP reporter, 4 h; higher % means a stronger effect;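 active = inhibition over 29.93%, a cutoff 3 SD above the screen mean, later confirmed by dose response; inconclusive = inhibition over 29.93% but no dose response follow-up; inactive = inhibition at most 29.93% or unconfirmed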;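 also: 0% = low Mg2+ inducing control and 100% = high Mg2+ repressing control; strong numbers were not always called active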
Myeloid diff 2: compounds promoting myeloid differentiation. ER-HoxA9 myeloid progenitors, lysozyme-GFP differentiation, flow cytometry. AID 624256. actives 1% (n = 360,000). calls only at 10 µM;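 active = normalized GFP-positive differentiation at or above the plate's own cutoff, the solvent-only control mean plus 3 SD; inconclusive = no clear call, values can overlap the other calls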;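 also: cells exposed to compound for four days before flow analysis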
Myeloid diff 2 GFP+ MAC1+ %: also measured in Myeloid diff 2; calls as there; GFP+ MAC1+ double positive, %; measured here: differentiation confirmed by MAC1 staining
* hit, by the source's call; i = inactive; u = inconclusive; x = not tested or not shown; & = joins results of further samples. These rows are one share of the data. The share of hits here may be higher or lower than overall.

SMILES	Salmonella PhoP GFP	Myeloid diff 2	Myeloid diff 2 GFP+ MAC1+ %
O=C(c1ccc2nc3ccc(Cl)cc3c(=O)n2c1)N1CCC2(CC1)OCCO2	x	i	1.6
CN1C[C@H]2CON(C)[C@H]2C[C@H]1c1cccc(Br)c1	x	i	0.4
O=C1NCN(c2ccccc2)C12CCN(C(c1nnnn1-c1ccc3c(c1)OCCO3)C1CC1)CC2 (stereo not drawn)	x	i	0.6
COC(=O)C1=C(c2ccc3ccccc3c2)C[C@@H]2CC[C@H]1N2C(=O)NCc1ccco1	x	i	0.5
ClCCOCOCCCl	x	i	1.7
COC(=O)C1=C(c2ccc(OC(F)(F)F)cc2)C[C@@H]2CC[C@H]1N2C(=O)N1CCC(O)CC1	x	i	0.7
COC(=O)C1=C(c2cccc(OCc3ccccc3)c2)C[C@@H]2CC[C@H]1N2C(=O)NCCN1CCOCC1	x	i	2.3
O=C1CN=C(c2cc([N+](=O)[O-])ccc2Cl)c2cc([N+](=O)[O-])ccc2N1	x	i	0.7
CCOP(=O)(Cc1ccccc1)OCC	x	i	1.3
CCOC(=O)[C@]12Cc3cc(OC)ccc3[C@H]1N(C(C)C)C(=O)c1ccccc12	x	i	1.5
CC(C)(C)C(=O)N1Cc2ccccc2-n2nncc2C1	x	i	0.7
CCOC(=O)[C@]12Cc3cc(OC)ccc3[C@H]1N(Cc1ccccc1)C(=O)c1cc(F)c(F)cc12	x	i	1.1
COc1ccc(-c2nc3ccc(Br)cn3c2CC(=O)N2CCCC2)cc1OC	x	i	1.2
COC(=O)C1=C(c2ccc(Cl)c(C(F)(F)F)c2)C[C@@H]2CC[C@H]1N2C(=O)NCCOc1ccccc1	x	u	x
c1ccc(-c2ccc(CN3Cc4ccccc4-n4nncc4C3)cc2)cc1	x	i	1.2
COC12c3ccccc3-c3ccccc3C1C(C(=O)O)C2C(=O)O (stereo not drawn)	x	i	0.7
CCC(c1nnnn1Cc1ccccc1)N1CCC(n2c(=O)[nH]c3ccccc32)CC1 (stereo not drawn)	x	i	2.0
CCOC(=O)c1cnc(N2CC2)nc1N	x	i	0.7
CCCCCC1(C(C)C)C(=O)NC(=S)NC1=O	x	u	x
Cc1ncoc1C(=O)NCC1=C(c2ccc(S(C)(=O)=O)cc2)C[C@@H]2CC[C@H]1N2CCOc1ccccc1	x	i	0.7

Some of the entries so far, as labelled records.
> CCOC(=O)[C@]12Cc3cc(OC)ccc3[C@H]1N(Cc1ccccc1)C(=O)c1cc(F)c(F)cc12
- Salmonella PhoP GFP: x
- Myeloid diff 2: i
- Myeloid diff 2 GFP+ MAC1+ %: 1.1

> COc1ccc(-c2nc3ccc(Br)cn3c2CC(=O)N2CCCC2)cc1OC
- Salmonella PhoP GFP: x
- Myeloid diff 2: i
- Myeloid diff 2 GFP+ MAC1+ %: 1.2

> COC(=O)C1=C(c2ccc(Cl)c(C(F)(F)F)c2)C[C@@H]2CC[C@H]1N2C(=O)NCCOc1ccccc1
- Salmonella PhoP GFP: x
- Myeloid diff 2: u
- Myeloid diff 2 GFP+ MAC1+ %: x

Next section:
SMILES	Salmonella PhoP GFP	Myeloid diff 2	Myeloid diff 2 GFP+ MAC1+ %
Cc1ccc(-c2cc(-c3ccccc3)cc(-c3ccccc3)[n+]2-c2ccccc2)cc1	x	u	x
COC(=O)c1ccc(NC(=O)NC(=O)Oc2ccccc2)cc1	x	i	1.1
CCN(CC)CCC(=O)O[C@H]1CC[C@]2(C)C3CC[C@@]4(C)C(CC[C@]4(C)O)C3CC[C@H]2C1 (stereo partly drawn)	x	i	1.1
CC(C)(C)n1nnnc1C(c1ccccc1)N1CCC2(CC1)C(=O)NCN2c1ccccc1 (stereo not drawn)	x	i	1.2
COC(=O)C1=C(c2cc3ccccc3o2)C[C@@H]2CC[C@H]1N2C(=O)NC1CCCCC1	x	i	1.9
ClCCN1CCSCC1	x	i	0.5
CC(C)(C)c1ccccc1O	x	i	1.9
COC(=O)C1=C(c2ccc(Cl)c(C(F)(F)F)c2)C[C@@H]2CC[C@H]1N2C(=O)NC1CC1	x	i	1.6
CC12CCC(=O)C=C1C=CC1C2CCC2(C)C(O)CCC12 (stereo not drawn)	x	i	0.5
Clc1ccc(C[n+]2c(-c3ccccc3)cc(-c3ccccc3)cc2-c2ccccc2)cc1	x	i	0.8

Four compounds out of the list, ordered by length of the SMILES, smallest number first.
SMILES	Salmonella PhoP GFP	Myeloid diff 2	Myeloid diff 2 GFP+ MAC1+ %
ClCCN1CCSCC1	x	i	0.5
CC(C)(C)c1ccccc1O	x	i	1.9
CC(C)(C)n1nnnc1C(c1ccccc1)N1CCC2(CC1)C(=O)NCN2c1ccccc1 (stereo not drawn)	x	i	1.2
COC(=O)C1=C(c2ccc(Cl)c(C(F)(F)F)c2)C[C@@H]2CC[C@H]1N2C(=O)NC1CC1	x	i	1.6

(more compounds)
SMILES	Salmonella PhoP GFP	Myeloid diff 2	Myeloid diff 2 GFP+ MAC1+ %
CCC1(NS(=O)(=O)c2ccc(N)cc2)C(=O)N(C)C(=O)N(C)C1=O	x	i	3.6
CC(C)(O)/C=C/C(=O)[C@](C)(O)C1[C@H](O)C[C@@]2(C)C3CC=C4C(C[C@H](O)[C@@H](O)C4(C)C)[C@]3(C)C(=O)C[C@]12C (stereo partly drawn)	x	u	x
CCC(c1nnnn1C1CCCCC1)N1CCC2(CC1)C(=O)NCN2c1ccccc1 (stereo not drawn)	x	i	0.7
COC(=O)C1=C(c2ccc(-c3ccccc3)c(F)c2)C[C@@H]2CC[C@H]1N2C(=O)NCCc1ccccc1	x	i	0.9
CC12CCC(=O)C=C1CC(N1CC1)C1C2CCC2(C)C(O)CCC12 (stereo not drawn)	x	i	1.5
O=P1(c2ccccc2)CC=CC1	x	i	0.2
CCOC(=O)[C@]12Cc3ccccc3[C@H]1N(C(C)C)C(=O)c1ccccc12	x	i	0.4
Cc1cc(C)c2c(ccc3cccc[n+]32)c1	x	u	x
NNCc1ccccc1	x	i	2.5&2.3
CSCCC(c1nnnn1C1CCCCC1)N1CCC2(CC1)C(=O)NCN2c1ccccc1 (stereo not drawn)	x	i	1.4
O=c1[nH]c2ccccc2n1C1CCN(C(c2nnnn2Cc2ccccc2)C2CC2)CC1 (stereo not drawn)	x	i	1.4
CCCCC1C(=O)NC(=S)N(C)C1=O (stereo not drawn)	x	i	1.5
CC1CC2C(C(O)CC3(C)C(O)CCC23)C2(C)CCC(=O)C=C12 (stereo not drawn)	x	i	1.2
COC(=O)C1=C(c2cccc3c2S(=O)(=O)c2ccccc2-3)C[C@@H]2CC[C@H]1N2C(=O)N1CCOCC1	x	i	2.8
CCc1ccc(OCC(=O)N2CCN(CC(=O)Nc3ccccc3Cl)CC2)cc1	x	i	0.7
CC12CC(O)C3C(CCC4=CC(=O)CCC43C)C1CCC2=O (stereo not drawn)	x	i	0.9
Cn1c(O)c(C=NC2CCN(Cc3ccccc3)CC2)c(=O)n(C)c1=O	x	i	0.1
CC12CCC(=O)C=C1CCC1C2CCC2(C)C1CCC2(O)CC#N (stereo not drawn)	x	i	1.0
CCC(C(=O)Nc1ccc(Cl)cc1)N1CCCC1=O (stereo not drawn)	x	i	0.6
CN1[C@H]2CC[C@@H]1C(C(=O)N1CCOCC1)=C(O)C2	x	i	0.6
CCC1CN1P1(=O)OCC(C)([N+](=O)[O-])CO1 (stereo not drawn)	x	i	1.3
CCN(CC)C(=O)c1ccc(NC(=O)c2ccc3c(c2)NC(=O)CS3)cc1	x	i	1.4
COC(=O)C1=C(c2cccc(OCc3ccccc3)c2)C[C@@H]2CC[C@H]1N2C(=O)NCc1ccc(C(C)(C)C)cc1	x	i	2.6
C[C@@H]1CN([C@H](C)CO)C(=O)CCCn2cc(nn2)CO[C@H]1CN(C)C(=O)Oc1ccc2ccccc2c1	x	i	0.3
COC(=O)C1=C(c2cccc(OC)c2OC)C[C@@H]2CC[C@H]1N2C(=O)NCc1ccc(F)cc1	x	i	1.6
CSc1cccc(NP2(=O)OCC(C)([N+](=O)[O-])CO2)c1 (stereo not drawn)	x	i	0.3
C=CCOC(=O)C1C(C(=O)O)C2(Cl)C(Cl)=C(Cl)C1(Cl)C2(Cl)Cl (stereo not drawn)	x	i	0.8
C[C@]12CC[C@@H](O)CC1=CCC1C2CC[C@@]2(C)C1C[C@@H](F)[C@H]2O (stereo partly drawn)	x	i	0.9
O=C(NCC1=C(c2cccc3ccccc23)C[C@@H]2CC[C@H]1N2Cc1ccco1)c1cccs1	x	i	0.5
COc1ccc(C(=O)CC(c2ccc3c(c2)OCO3)c2c(O)c3ccccc3oc2=O)cc1OC (stereo not drawn)	x	i	0.0

Rewritten with bars between the fields: entries from further up
molecule | Salmonella PhoP GFP | Myeloid diff 2 | Myeloid diff 2 GFP+ MAC1+ %
CCC1CN1P1(=O)OCC(C)([N+](=O)[O-])CO1 (stereo not drawn) | x | i | 1.3
CCN(CC)C(=O)c1ccc(NC(=O)c2ccc3c(c2)NC(=O)CS3)cc1 | x | i | 1.4
COC(=O)C1=C(c2cccc(OCc3ccccc3)c2)C[C@@H]2CC[C@H]1N2C(=O)NCc1ccc(C(C)(C)C)cc1 | x | i | 2.6
C[C@@H]1CN([C@H](C)CO)C(=O)CCCn2cc(nn2)CO[C@H]1CN(C)C(=O)Oc1ccc2ccccc2c1 | x | i | 0.3
COC(=O)C1=C(c2cccc(OC)c2OC)C[C@@H]2CC[C@H]1N2C(=O)NCc1ccc(F)cc1 | x | i | 1.6
CSc1cccc(NP2(=O)OCC(C)([N+](=O)[O-])CO2)c1 (stereo not drawn) | x | i | 0.3
C=CCOC(=O)C1C(C(=O)O)C2(Cl)C(Cl)=C(Cl)C1(Cl)C2(Cl)Cl (stereo not drawn) | x | i | 0.8

The list continues.
SMILES	Salmonella PhoP GFP	Myeloid diff 2	Myeloid diff 2 GFP+ MAC1+ %
CC(OC(=O)c1cn(C)c2ccccc12)C(=O)N(C)c1ccccc1 (stereo not drawn)	x	i	0.3
NNC(N)=O	-4.0%	i	4.0
CCC1(C2=NCCN2)Cc2ccccc2O1 (stereo not drawn)	2.3%	i	3.2
O=[N+]([O-])c1ccc(Cl)c([N+](=O)[O-])c1	-4.2%	u	x
O=[N+]([O-])O[C@H]1CO[C@H]2[C@@H]1OC[C@H]2O[N+](=O)[O-]	-0.9%	i	1.7
CCCN1CC[C@@H]2c3cc(O)ccc3CC[C@@H]21	-7.5%	i	2.3
NCCc1c[nH]c2ccc(C(N)=O)cc12	-0.2%	i	4.0
COC(=O)C1=C(c2ccc(S(C)(=O)=O)cc2)C[C@@H]2CC[C@H]1N2C(=O)NC1CC1	-6.0%	i	2.0
CCC1(c2ccc(N)cc2)CCC(=O)NC1=O (stereo not drawn)	5.6%	i	2.8
Cc1c(N)c(=O)n(-c2ccccc2)n1C	1.9%	i	2.1
CCN(CC)CC(=O)Nc1ccc(Cl)cc1C(=O)c1ccccc1	1.5%	i	0.6
COc1cc2c(cc1O)[C@@H]1Cc3ccc(OC)c(O)c3CN1CC2	-6.6%	i	2.3
CCCCCCCCC(=O)NCc1ccc(O)c(OC)c1	0.4%	i	4.3
C[Se]C[C@@H](N)C(=O)O	-17.2%	i	2.1
C=C1C2C[C@@]3([C@@H]1O)[C@@H](C[C@@H]2O)[C@@]12C4[C@@H]3C[C@@H]1[C@@](C)(CC[C@@H]2O)CN4CC	-4.4%	i	1.8
CNCCc1ccc(O)c(O)c1	-7.1%	i	1.5
CCN1C[C@]2(COC)CC[C@H](O)[C@@]34C5C[C@H]6[C@H](O)C5[C@](O)(C[C@H]6OC)[C@@H]([C@H](OC)C23)[C@@H]14 (stereo partly drawn)	-6.4%	i	2.3
Cc1cc(/C=C\c2ccc3cc(N(C)C)ccc3[n+]2C)c(C)n1-c1ccccc1	19.1%	u	x
CC1=CC(=O)C2=C(C)C[C@H](O)[C@@H]3[C@H](OC(=O)[C@H]3C)[C@@H]12	-6.2%	i	2.3
N[C@@]1(C(=O)O)CC[C@@H](C(=O)O)C1	-0.7%	i	1.5
CC(C)OC(=O)c1c(N)n(Cc2ccco2)c2nc3ccccc3nc12	-4.0%	i	0.8
CC(C)(C)c1cc(C=C(C#N)C#N)cc(C(C)(C)C)c1O	1.1%	u	x
CCOC(=O)c1ccccc1NC(=O)c1c(O)[nH]c(=O)[nH]c1=O	-6.4%	i	1.2
Cc1nn(-c2ccccc2)c(C)c1NC(=O)COC(=O)Cc1ccccc1	-4.0%	i	0.1
C/C(O)=C(\C#N)C(=O)Nc1cc(Br)ccc1Br	-8.6%	i	5.2
